FLuc modulator = inhibits or activates purified firefly luciferase, miR-21 counter-screen. actives 6.9% (n = 360,000). P08659. AID 588342. purified FLuc, Km substrates, luminescence inhibition. Potency, µM (titrated, usually from 57.5 µM), without a hit: at the top dose activity change, negative = inhibition, hits mostly inhibitors; active = well fitted inhibition curve with a large enough effect; inconclusive = small, poorly fitted or top-dose-only effect;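 note: plate controls were vehicle for no effect and reference inhibitor for full effect; nearly all actives have a fitted effect of over 55% in size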
Target sequence (P08659 whole entry, looked up): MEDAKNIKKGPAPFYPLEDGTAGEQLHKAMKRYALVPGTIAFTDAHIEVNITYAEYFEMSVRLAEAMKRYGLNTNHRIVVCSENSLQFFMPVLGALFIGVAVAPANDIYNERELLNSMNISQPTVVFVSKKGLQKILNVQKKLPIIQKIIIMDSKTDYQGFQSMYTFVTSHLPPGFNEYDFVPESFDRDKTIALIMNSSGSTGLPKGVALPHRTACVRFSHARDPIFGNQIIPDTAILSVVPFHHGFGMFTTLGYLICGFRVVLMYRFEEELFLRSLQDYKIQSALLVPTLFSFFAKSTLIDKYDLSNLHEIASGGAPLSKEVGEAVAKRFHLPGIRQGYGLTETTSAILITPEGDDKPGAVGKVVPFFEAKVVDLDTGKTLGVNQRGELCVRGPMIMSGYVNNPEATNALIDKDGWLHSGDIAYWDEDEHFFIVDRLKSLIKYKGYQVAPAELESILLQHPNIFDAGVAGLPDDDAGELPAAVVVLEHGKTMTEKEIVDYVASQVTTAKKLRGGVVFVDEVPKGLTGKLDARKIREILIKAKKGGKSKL
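Purified P. pyralis luciferase (10nM final) with 10uM D-luciferin and 10uM ATP (Km levels) in 50mM Tris acetate pH 7.5, 10mM Mg acetate, 0.01% Tween-20, 0.05% BSA; qHTS 6-point titration, ~60 µM downward; luminescence read.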
* marks the source's active call; other numbers are inactive results; ? = inconclusive. Potency is the fitted concentration of half-maximal effect.

SMILES | FLuc modulator
Cc1cccc(C)c1-n1ncc(C(=O)NC2CCCC2)c1C1CCN(C(=O)OC(C)(C)C)CC1 | 3%
CC1CCN(c2nn3c(=O)c(C(=O)NCc4ccc(Cl)cc4)cnc3s2)CC1 | -4%
COc1ccc(NC(=O)C2CCN(S(=O)(=O)c3ccc4c(c3)CCCC(=O)N4)CC2)cc1OC | -1%
Cc1ccc(C)c(NC(=O)N2CCN3CCCCC3C2)c1 (centres undefined) | -2%
CC(=O)c1ccc(NC(=O)CSc2c(C(C)C)cnc3c2c(=O)n(C)c(=O)n3C)cc1 | -12%
COc1ccc(OC)c(-c2noc(N3CCN(c4cccc(C(F)(F)F)c4)CC3)n2)c1 | 0%
O=c1c2oc3ccccc3c2ncn1Cc1ccc(Br)cc1 | -9%
O=C(Cn1ccc2cc(S(=O)(=O)N3CCCCC3)ccc21)NCc1cccc(Cl)c1 | -9%
CNC(=O)c1ccc(Nc2nnc(-c3ccc(C)c(S(=O)(=O)N4CCOCC4)c3)c3ccccc23)cc1 | ?
CN(C)c1ccc(CNC(=O)C2CCCN(S(=O)(=O)c3ccc4c(c3)CCCC(=O)N4)C2)cc1 (centres undefined) | -8%

Looked up above.
`CN(C)c1ccc(CNC(=O)C2CCCN(S(=O)(=O)c3ccc4c(c3)CCCC(=O)N4)C2)cc1` (centres undefined) – FLuc modulator = -8%
`O=C(Cn1ccc2cc(S(=O)(=O)N3CCCCC3)ccc21)NCc1cccc(Cl)c1` – FLuc modulator = -9%

(continued)
SMILES | FLuc modulator
Cn1cc(-c2cc3n(n2)CCC(=O)N3CCCC(=O)Nc2ccccc2F)c2ccccc21 | -1%
Cc1ccc2oc(-c3ccc(NC(=O)CCC(=O)O)cc3)nc2c1 | 2.4µM*
Cc1ccc(NC(=O)CSc2nc(-c3ccco3)cc(C(F)(F)F)n2)c(C)c1 | 2%
CC(=O)c1c(C)oc2ccc(N(C(=O)Oc3ccccc3)S(=O)(=O)c3ccc(Br)cc3)cc12 | -3%
Cc1cc(N2CCCCC2)nc2ccc(NC(=O)/C=C/c3ccccc3OC(C)C)cc12 | -1%
CCc1nc2ccc(C(=O)NCc3cccc(Br)c3)cc2nc1CC | -1%
O=C(Nc1cc(Cl)cc(Cl)c1)c1cc(S(=O)(=O)N2CCC3(CC2)OCCO3)ccc1F | 0%
Cn1cc(S(=O)(=O)N2CCCCCC2)cc1C(=O)Nc1ccccc1F | 5%
CN(C)CCNC(=O)C(=O)NCC(c1ccc2c(c1)OCO2)N1CCOCC1 (centres undefined) | -2%
CCOc1ccc(C2CC(=O)Nc3nc(SCc4ccccc4C)[nH]c(=O)c32)cc1OC (centres undefined) | -10%
Cc1ccc(C(=O)Nc2ccc(OCc3cc(=O)n4c(C)csc4n3)cc2)cc1 | -1%
COc1ccc(-c2nn(CC(=O)NCc3ccccc3)c3c2cnc2ccc(F)cc23)cc1 | 0%
Cc1cccc(OCCSc2nc3ccc(NC(=O)COc4ccccc4C)cc3s2)c1 | -4%
CCCCCn1c(CCNC(=O)c2cccc(C)c2)nc2ccccc21 | 5%
Cc1ccc2c(c1)N(C(=O)N1CCC(C(=O)NC3CCCCCC3)CC1)CCO2 | -1%
O=c1[nH]c(SCc2ccc(Br)cc2)nc2c1CCCC2 | 1%
CCOc1ccc(C(CC(=O)Nc2cc(C)c(Cl)cc2OC)N2Cc3ccccc3C2=O)cc1OC (centres undefined) | -13%
CCN(CC)c1ccc(NC(=O)CSc2nc(-c3cccs3)cc(C(F)(F)F)n2)cc1 | -2%
Cc1c(C(=O)Nc2ccc(F)cc2)sc2nc[nH]c(=O)c12 | -16%
Cc1ccc(CCNC(=O)CCCn2c(=O)c3ccccc3n(Cc3ccccc3C#N)c2=O)cc1 | -2%

Structures from the list above that contain a furan ring, fused or not, in the order listed:
SMILES | FLuc modulator
O=c1c2oc3ccccc3c2ncn1Cc1ccc(Br)cc1 | -9%
Cc1ccc(NC(=O)CSc2nc(-c3ccco3)cc(C(F)(F)F)n2)c(C)c1 | 2%
CC(=O)c1c(C)oc2ccc(N(C(=O)Oc3ccccc3)S(=O)(=O)c3ccc(Br)cc3)cc12 | -3%

More entries follow:
SMILES | FLuc modulator
CCCCn1c(CNC(=O)C23CC4CC(CC(C4)C2)C3)nnc1SCC(=O)Nc1ccc(C)cc1 | -13%
CCOc1ccc(-c2cccc(NS(=O)(=O)c3ccccc3C(F)(F)F)c2)nn1 | ?
CCOC(=O)c1cccc(NC(=O)CSc2nc3cc4ccccc4cc3[nH]2)c1 | -2%
COc1ccc(OCc2ccc(-c3nc(C#N)c(NCc4cccnc4)o3)o2)cc1 | -5%
Cc1ccc(-c2nonc2NC(=O)c2ccc(F)cc2)cc1C | -8%
CCOc1ccc(C2NC(=O)c3c(COC)cc(C)nc3N2Cc2ccccc2)cc1OC (centres undefined) | 1%
COc1ccc(-c2cnc(C)o2)cc1S(=O)(=O)Nc1cccc(C(F)(F)F)c1 | 0%
COc1ccc(-n2cc(C(=O)NCCc3cc(OC)ccc3OC)c3ccccc3c2=O)cc1 | ?
O=C(CNS(=O)(=O)c1cccs1)N1CCN(c2ccccc2Cl)CC1 | ?
CCCCCn1cc2c(c1-c1ccc(Cl)cc1)c(=O)n(C)c(=O)n2C | -5%
COc1ccccc1N1CCN(C(=O)c2cn(C)c3ccc(S(=O)(=O)N(C)C4CCCCC4)cc3c2=O)CC1 | 4%
COc1ccc(C2C=C(c3ccccc3)Nc3nc(NC(=O)/C=C/c4ccccc4OC)nn32)cc1 (centres undefined) | -7%
COC(=O)c1cc2oc3ccccc3c2n1Cc1nc(-c2ccc(Cl)cc2)oc1C | 4%
Cn1cc(S(=O)(=O)c2cccc(Cl)c2)c(=O)c2cc(F)c(N3CCN(c4ccccc4)CC3)cc21 | -3%
Cc1ccccc1N1CC(c2nc3ccccc3n2CCC2CCCCC2)CC1=O (centres undefined) | -4%
Cc1ccc(NC(=O)CN2C=NS(=O)(=O)c3ccccc32)c(C)c1 | -1%
CCN1C(=O)C(Cc2nc3ccccc3c(=O)n2-c2ccccc2)c2cc(Br)ccc21 (centres undefined) | -11%
O=C(CN1CCN(Cc2cccc(Cl)c2)C1=O)NCc1ccc(F)cc1 | 2%
COc1ccc(C(=O)/C=C/c2cn(CC(O)CN(CC(C)C)CC(C)C)c3ccccc23)cc1 (centres undefined) | -7%
Cc1ccc2c(c1)N(C(=O)CCC(=O)NCc1ccccc1Cl)CC(C)O2 (centres undefined) | -6%

Filtered by structure, those above containing two or more sulfur atoms (three)
SMILES | FLuc modulator
Cc1cccc(OCCSc2nc3ccc(NC(=O)COc4ccccc4C)cc3s2)c1 | -4%
CCN(CC)c1ccc(NC(=O)CSc2nc(-c3cccs3)cc(C(F)(F)F)n2)cc1 | -2%
O=C(CNS(=O)(=O)c1cccs1)N1CCN(c2ccccc2Cl)CC1 | ?

Following part:
SMILES | FLuc modulator
Cc1cc2c(cc1NS(=O)(=O)c1ccc(F)cc1)n(C)c(=O)c(=O)n2C | -2%
Cc1ccc(-n2c(=O)c3c(cnn3C)n(CC(=O)Nc3ccc(C)cc3C)c2=O)cc1 | -1%
COc1ccc(OC)c(NC(=O)c2cnc(Nc3ccc(C)c(Cl)c3)c3ccccc23)c1 | 3%
COc1ccc(CCNc2nc3c(-c4cccc(C(F)(F)F)c4)nnn3c3ccccc23)cc1OC | 0%
CC(=O)Nc1ccc(S(=O)(=O)NCCc2csc3nc(-c4ccc(Cl)cc4)nn23)cc1 | -13%
CCOc1ccc(NS(=O)(=O)c2cc3c(cc2Cl)NC(=O)CO3)cc1 | -1%
COc1ccc(-c2nc(CSCC(=O)NCc3ccccc3Cl)c(C)o2)cc1OC | -15%
COc1ccc(-c2nnc(C3CCN(S(=O)(=O)c4cccc(Cl)c4)CC3)o2)cc1 | -14%
O=C1CCCc2[nH]c(=O)c(-c3nc(-c4cccc([N+](=O)[O-])c4)cs3)cc21 | -1%
Cn1c(=O)c2c(-c3ccccc3)n3c(c2n(C)c1=O)C(c1cccc([N+](=O)[O-])c1)Nc1ccccc1-3 (centres undefined) | 1%
Cc1ccc(-n2nc(C)c3c(C)cc(=O)n(CC(=O)NC(C)C)c32)cc1 | -1%
O=S(=O)(c1ccc2ccccc2c1)n1nc(-c2ccco2)nc1NCc1ccc(F)cc1 | -14%
CCCN1C(C(=O)c2ccccc2)=C(OC(=O)C(C)(C)C)c2ccccc2S1(=O)=O | -1%
COc1cccc(CNC(=O)C(=O)Nc2c3c(nn2-c2ccccc2)CSC3)c1 | -13%
COc1cc(NC(=O)CSc2cc(=O)n(C)c3ccccc23)cc(OC)c1OC | -8%
CC(=O)c1ccc(NC(=O)c2ccc(-c3nc(CSc4ccc(C)cc4)c(C)o3)cc2)cc1 | -11%
CC1CN(S(=O)(=O)c2ccc3c(c2)NC(=O)CC(=O)N3)c2ccccc2O1 (centres undefined) | 5%
COc1ccccc1CCNC(=O)C(=O)NCC(c1cccs1)S(=O)(=O)c1cccs1 (centres undefined) | -10%
Cc1cc(=O)n(Cc2ccc(Br)cc2F)c2c1c(C)nn2-c1ccccc1 | 2%
CCN1C(=O)C2(c3ccccc31)c1c(oc3ccccc3c1=O)C(=O)N2CCOC (centres undefined) | 0%
Cc1cccc(-n2c(=O)c3c4c(sc3n3c(C)nnc23)CCCC4)c1 | 0%
Cc1ccc(C(=O)N2CCC(C(N)=O)CC2)cc1NC(=O)c1nsc2ccccc12 | -14%
COc1ccccc1N1CCN(S(=O)(=O)c2cc(C(=O)Nc3ccc(Oc4ccccc4)cc3)ccc2F)CC1 | 2%
COc1ccc(-c2nc3sc(CCNC(=O)C(C)(C)C)c(C)n3n2)cc1 | ?
O=C(CSc1nc2ccccc2n1Cc1ccccc1)N1CCN(c2ccc(F)cc2)CC1 | 0%
COc1ccc(C2c3cc(OC)c(OC)cc3CC(=O)N2c2ccc(C)c(F)c2)cc1 (centres undefined) | -1%
Cc1ccc(NC(=O)CCCn2c(=O)c3cccn3c3cccnc32)c(C)c1 | -1%
Cc1ccc(F)c(NC(=O)Nc2ccc3snnc3c2)c1 | -1%
COc1ccccc1CNC(=O)c1ccccc1NC(=O)c1nsc2ccccc12 | ?
CCOC(=O)c1cnc(NCc2ccccc2OC)c2ccccc12 | -12%
O=C(Nc1cccc(C(F)(F)F)c1)c1cc(-c2ccc(Cl)cc2)on1 | 4%
CCCCOc1ccc(-c2nn(-c3ccccc3)cc2C2NC(=O)NC(C)=C2C(=O)OC)cc1 (centres undefined) | -2%
CCCNC(=O)CN1C(=O)COc2ccc(S(=O)(=O)N3CCCC3)cc21 | 0%
COc1cc(C(=O)Oc2c(Sc3ccc(C)cc3)c(C)nn2-c2ccccc2)cc(OC)c1OC | -18%
CCS(=O)(=O)NCCc1csc2nc(-c3ccc(C)cc3)nn12 | -3%
COC(=O)CNC(c1ccccc1)c1cc(Br)ccc1NC(=O)c1ccccc1 (centres undefined) | -1%
Cc1ccc(Cl)cc1NS(=O)(=O)c1ccc2c(c1)NC(=O)CCS2 | ?
CCOc1ccc(CNC(=O)CCn2c(=O)c3cccn3c3cccnc32)cc1 | -5%
CCOC(=O)c1c(S(=O)(=O)NCC(=O)Nc2cccc(SC)c2)c(C)n(C)c1C | -2%
CSc1ccc(CCNC(=O)c2cc(C)nc3c2c(C)nn3-c2cccc(F)c2)cc1 | -2%

Molecules shown so far with a cyano group:
SMILES | FLuc modulator
Cc1ccc(CCNC(=O)CCCn2c(=O)c3ccccc3n(Cc3ccccc3C#N)c2=O)cc1 | -2%
COc1ccc(OCc2ccc(-c3nc(C#N)c(NCc4cccnc4)o3)o2)cc1 | -5%

Continuation:
SMILES | FLuc modulator
CCOc1ccc(CNC(=O)Cn2nc(C)c3nn(-c4ccc(Cl)cc4)c(C)c3c2=O)cc1 | -4%
CCOc1ccc(NC(=O)CCS(=O)(=O)c2cc3c4c(c2)CCN4C(=O)CC3)cc1 | 3%
CN(Cc1ccccc1)C(=O)CSc1nc(-c2ccc(F)cc2)cc(C(F)(F)F)n1 | -10%
CCc1nnc(NC(=O)CSc2nccn2Cc2ccc(Cl)cc2)s1 | ?
Cc1cccc(N(C)S(=O)(=O)c2nnc(NC(=O)C(C)(C)C)s2)c1 | -2%
CCOc1ccc(NC(=O)CN2CCN(CC(=O)Nc3ccc(N(CC)CC)cc3)CC2)cc1 | 6%
CC(C)OC(=O)c1c(NC(=O)C2c3ccccc3Oc3ccccc32)sc2c1CCCC2 | -1%
Cc1oc2ccc(O)c(CN3CCCC3)c2c1C(=O)Nc1cccc(Cl)c1C | -2%
Cc1ccc(-c2noc(-c3nnn(CC(=O)Nc4cc(Cl)ccc4C)c3N)n2)cc1 | -2%
Cc1ccc2c(c1)C(=O)OC(C(=O)Nc1ncc(Cc3ccc(Cl)cc3)s1)C2 (centres undefined) | 4%
O=C(Cn1ncc2c(=O)oc3ccccc3c21)NCc1ccc(Cl)cc1 | 0%
COc1cc(C2CC(=O)Nc3c2c(=O)n(C)c2ncnn32)cc(OC)c1OC (centres undefined) | 2%
Cc1ccccc1C(=O)NCc1nc(-c2ccc(Cl)cc2)no1 | -2%
COc1ccc(-c2nnn3c2nc(NCCc2ccc(OC)c(OC)c2)c2ccccc23)cc1 | 7%
COc1ccccc1NC(=O)CSc1nc(-c2ccc(C(C)(C)C)cc2)c(C#N)c(=O)[nH]1 | ?
CC(=O)c1ccc(NC(=O)COc2ccccc2-c2nc(-c3cccc(C)c3)no2)cc1 | -6%
CC(C)(C)C(=O)Nc1nc2nc(-c3ccccc3)cc(=O)n2[nH]1 | ?
O=C(CSc1oc(-c2ccco2)nc1S(=O)(=O)c1ccc(Br)cc1)c1ccccc1 | -6%
CCOCCCNC(=O)Cn1ncc2c([nH]c3ccccc32)c1=O | -2%
c1ccc(Nc2c(-c3ccccc3)nc3ncccn23)cc1 | -6%
CCc1cccc(N2C(=O)CSC23C(=O)Nc2ccccc23)c1 (centres undefined) | 1%

Screens from PubChem.

An excerpt, so the mix of outcomes need not match the whole.
